CRFR2-BP ag: CRF-BP/CRF-R2 complex agonism | 0.46% of 350,000 active | AID 588473 | HEK293 CRF-R2/CRF-BP, calcium dye fluorescence (FLIPR); percent of saturating CRF peptide response | activation, % at 13.2 µM;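 active = activation of at least 50%, plus an integration ratio under a set limit after plate pattern correction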;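 also: plate controls were neutral control wells without compound for no effect and CRF at EC100 for full effect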
M4 PAM: potentiates acetylcholine response at human M4 receptor | CHO-K1 hM4/Gqi5, Fluo-8 calcium fluorescence, ACh EC20; 0% = ACh EC20, 100% = maximal ACh | activation, % at 3 µM | P08173 | 0.4% of 360,000 active;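 active = activation above its plate's cutoff, the mean activation of sample wells plus 3 SD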; also: some results filed as inactive read as strong as hits
Target sequence (P08173 whole entry, looked up): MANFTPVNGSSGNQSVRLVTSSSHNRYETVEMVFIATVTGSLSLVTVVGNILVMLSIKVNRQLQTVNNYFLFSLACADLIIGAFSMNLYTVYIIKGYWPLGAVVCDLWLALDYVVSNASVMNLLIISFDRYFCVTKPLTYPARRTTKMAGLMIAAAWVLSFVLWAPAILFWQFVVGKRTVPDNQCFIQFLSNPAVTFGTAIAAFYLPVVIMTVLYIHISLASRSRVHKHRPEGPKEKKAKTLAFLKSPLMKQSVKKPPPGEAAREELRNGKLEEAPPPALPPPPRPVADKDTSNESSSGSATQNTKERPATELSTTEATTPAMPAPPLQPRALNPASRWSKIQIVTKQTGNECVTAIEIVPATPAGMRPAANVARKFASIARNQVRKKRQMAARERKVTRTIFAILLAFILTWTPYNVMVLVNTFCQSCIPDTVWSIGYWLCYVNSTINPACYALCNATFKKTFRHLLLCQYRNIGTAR
CHRM5 PAM: positive allosteric modulators of human muscarinic M5 receptor. CHO-K1 hM5, Fluo-8 calcium, ACh EC20 PAM; 0% = ACh EC20, 100% = ACh EC100. 0.3% of 360,000 active. activation, % at 3 µM. P08912;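 active = activation above the run cutoff, the mean activation of all test compounds plus 3 SD, cut at about 18% in these data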
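Assay system: CHO-K1 hM5 cells. Also added: acetylcholine at EC20 concentration, added after compound. Dosing: 3 µM, single dose. Times: compound preincubation 140 s before EC20 acetylcholine addition. Signal: Fluo-8 calcium fluorescence. Measure: % activation relative to EC20 and EC100 ACh responses. Repeats: singlicate, one well per test compound.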
CRFBP-R2 block: antagonists of CRF-binding protein/CRF-R2 receptor complex. HEK293 CRF-R2/CRF-BP, CRF-induced calcium fluorescence. inhibition, % at 11.8 µM. 0.59% of 350,000 active. AID 588475;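 active = inhibition of the ligand-induced calcium signal above about 50% at the single tested concentration, limit read from the data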
TAAR1 antag: human TAAR1 antagonism | inhibition, % at 3 µM | Q96RJ0 | 1.5% of 360,000 active | CHO RD-HGA16 TAAR1, Fluo-8 calcium fluorescence, antagonist;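 active = inhibition above a per-plate cutoff, the mean inhibition of test compounds on that plate plus 3 SD, cut at about 49% in these data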;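 also: 0% = DMSO plus EC80 beta-PEA response and 100% = DMSO alone without agonist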
Target sequence (Q96RJ0 whole entry, looked up): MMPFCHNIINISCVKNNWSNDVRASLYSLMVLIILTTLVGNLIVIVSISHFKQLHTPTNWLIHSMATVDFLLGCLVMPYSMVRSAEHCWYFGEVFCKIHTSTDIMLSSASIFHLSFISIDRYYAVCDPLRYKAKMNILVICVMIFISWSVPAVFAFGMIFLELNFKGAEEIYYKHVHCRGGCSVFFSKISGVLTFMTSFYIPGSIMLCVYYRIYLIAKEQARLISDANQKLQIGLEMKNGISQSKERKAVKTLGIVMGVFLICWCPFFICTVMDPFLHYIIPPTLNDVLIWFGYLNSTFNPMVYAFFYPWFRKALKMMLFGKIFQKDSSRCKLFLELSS
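Assay system: RD-HGA16 CHO cells with stable hTAAR1 and Gα16 / Reagent: EC80 β-phenethylamine stimulus / Doses: 3 µM, single point / Timing: dye loading 75 min at 37 °C, then 30 min room temperature / Measured by: Fluo-8 intracellular calcium dye fluorescence, real-time kinetic reads / Controls: vehicle wells and EC80 agonist wells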
M5 antag: antagonists of human muscarinic M5 receptor (CHRM5) | 0.59% of 360,000 active | inhibition, % at 3 µM | CHO-hM5 cells, Fluo-8 calcium fluorescence, ACh EC80;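 active = inhibition above a per-plate cutoff, the mean of that plate's test compounds plus 3 SD, cut at about 27% in these data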;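 also: 0% = acetylcholine EC80 with DMSO and 100% = DMSO without agonist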
CHO-K1 Ca PAM: nonselective activator or artifact in parental CHO-K1 calcium assay; ATP EC20, Fluo-8 calcium fluorescence; 0% at ATP EC20, 100% at ATP max; activation, % at 3 µM; 0.02% of 360,000 active;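 active = activation above the run cutoff, the mean activation of all test compounds plus 3 SD, cut at about 40% in these data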;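 also: peak over basal fluorescence ratio in a 140 s read after ATP addition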
TAAR1 ag: agonists of human TAAR1; Q96RJ0; CHO RD-HGA16 TAAR1, Fluo-8 calcium fluorescence; vehicle wells 0%, saturating PEA agonist 100%; activation, % at 3 µM; 0.99% of 360,000 active; AID 624467;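 active = activation above the mean activation of all test compounds in the run plus 3 SD, cut at about 38% in these data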
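Test system: RD-HGA16 (CHO) cells co-expressing Gα16 and hTAAR1 | Doses: Single dose, 3 µM | Schedule: 17-24 h seeding, 75 min 37 °C dye, 30 min RT | Evaluation: % activation from peak over basal fluorescence ratio, DMSO-to-PEA scaled | Technique: Kinetic Fluo-8 calcium fluorescence | Benchmarks: Low control DMSO, high control PEA (EC100)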
M5 ag: CHRM5 agonism in calcium assay; P08912; 0.19% of 360,000 active; CHO-K1 hM5 cells, Fluo-8 calcium fluorescence; 0% DMSO wells, 100% maximal acetylcholine response; AID 624037; activation, % at 3 µM;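 active = activation above the run's mean over test compounds plus 3 SD, cut at about 23% in these data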;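 also: signal is peak over basal fluorescence ratio across the kinetic read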
* = called active by the depositor; x = not tested or not shown.

SMILES | CRFR2-BP ag | M4 PAM | CHRM5 PAM | CRFBP-R2 block | TAAR1 antag | M5 antag | CHO-K1 Ca PAM | TAAR1 ag | M5 ag
CC(C)(Cc1ccccc1)NC(=O)C(=O)c1cn(CC(=O)N2CCOCC2)c2ccccc12 | 1.7 | 2 | -4 | -3 | -4 | 3 | 22 | 5 | 0
CCOC(=O)C1=C(COC(=O)CNS(=O)(=O)c2ccc(NC(C)=O)cc2)NC(=O)NC1C (stereo not drawn) | -1.9 | 22* | 0 | 4 | -9 | 7 | 14 | 9 | 2
Cc1ccc(NC(=O)COC(=O)Cc2c[nH]c3ccccc23)cc1 | -2.2 | -6 | -5 | -6 | 5 | 9 | 1 | 3 | 0
CCN(CC(=O)Nc1ccccc1C(F)(F)F)C(=O)c1cc(-c2cccs2)nn1-c1ccccc1 | -0.3 | 2 | 11 | 19 | 45 | -7 | 5 | 0 | 0
Cc1ccoc1C(=O)NCc1occc1C(=O)O | -0.4 | 10 | 1 | 6 | 11 | -6 | 5 | 1 | 0
O=C(NNC(=O)c1ccccc1F)c1ccc(NS(=O)(=O)c2ccc(F)cc2)cc1 | -0.8 | -1 | 1 | -3 | -2 | 1 | 11 | 0 | 0
O=C(c1ccc(COc2c(F)c(F)c(F)c(F)c2F)o1)N1CCOCC1 | -1.1 | -1 | -1 | -23 | 2 | -4 | 6 | -1 | 1
CCOc1nc(-c2ccc(Cl)cc2)nc2ccccc12 | 0.2 | 8 | -5 | 13 | 16 | -1 | 7 | 0 | 1
CCOc1ccccc1NC(=O)c1cnccn1 | 0.7 | 3 | -2 | -4 | -10 | 4 | 2 | 4 | 0
CC(=O)O/N=C(/c1nonc1N)N1CCN(c2ccc([N+](=O)[O-])cc2Cl)CC1 | -1.0 | 18 | 1 | -2 | 8 | -10 | -11 | 4 | 1
O=C(O)CNC(=O)C(Cc1ccccc1)NC(=O)OCc1ccccc1 (stereo not drawn) | 1.1 | -11 | -10 | 2 | -9 | 14 | 7 | -1 | 4
O=C1c2ccccc2C(=O)N1Cc1nc2ccccc2o1 | -3.0 | 5 | 1 | -21 | -6 | 13 | 11 | 8 | -1
Clc1ccc(C2Nc3cccc4cccc(c34)N2)c(Cl)c1 | -1.3 | -3 | -9 | -25 | -11 | 24 | 9 | -3 | -2
Cc1cc([N+](=O)[O-])nn1CCCC(=O)O | -0.6 | 0 | -1 | -1 | -23 | 8 | 17 | 1 | 7
O=C(O)c1ccc(S(=O)(=O)N2CCSCC2)cc1 | -1.6 | -3 | 5 | 18 | 3 | -16 | 11 | -1 | 2
CC(C)(C)C1CCC(OC(=O)C[N+]2(C)CCCC2)CC1 (stereo not drawn) | -0.9 | -8 | -3 | 3 | 1 | -6 | 19 | 1 | -7
CC(C)(C)C(=O)OCc1cn(-c2ccccc2)nn1 | -0.2 | 0 | -7 | 2 | 8 | -1 | 7 | -1 | -3
O=C1COc2ccc(C(=O)COC(=O)c3cnc(Cl)c(Cl)c3)cc2N1 | 0.7 | 7 | 2 | -8 | 18 | 0 | 11 | 3 | 4
O=C(CN1C(=O)NC(c2ccccc2)(c2ccccc2)C1=O)Nc1ccc(N2CCOCC2)cc1 | -0.4 | -1 | -4 | -1 | 12 | 12 | 7 | 2 | 3
CCC1=C(OC(=O)N(CC)CC)N2C(=O)OC(=NCC(=O)OC)[C@]2(Cc2ccccc2)[C@H]2C1=CC[C@H]1C(=O)N(C)C(=O)[C@H]12 | -1.5 | 15 | 2 | 0 | 8 | -5 | 4 | 12 | 0
O=C(OC1CCCCC1=O)c1cc(=O)c2ccccc2o1 (stereo not drawn) | 1.0 | 2 | -5 | -19 | 12 | 6 | 14 | -1 | -2
CCc1cc(C(=O)NCC(C)(C)N2CCOCC2)sc1C | 0.9 | 3 | 6 | 7 | -8 | -2 | 13 | 0 | -4
O=[n+]1c2c(n([O-])c3cc(Br)ccc31)CCC2 | -0.6 | 14 | 10 | 11 | -4 | -2 | 18 | -3 | 0
Cc1ccc(NC(=S)NNC(=O)c2nnn(-c3ccccc3)c2C)cc1 | -0.7 | -1 | 0 | 1 | 3 | 4 | 8 | 0 | 1
COc1cccc(CN(C)C(=O)c2ccc(S(=O)(=O)N3CCCC3)cc2)c1OC | -0.5 | -3 | 4 | 0 | 2 | -10 | 3 | 8 | -1

Next section:
SMILES | CRFR2-BP ag | M4 PAM | CHRM5 PAM | CRFBP-R2 block | TAAR1 antag | M5 antag | CHO-K1 Ca PAM | TAAR1 ag | M5 ag
Cc1ccsc1/C=N/NC(=O)C(O)c1ccccc1 (stereo not drawn) | -0.4 | -2 | 0 | 2 | -7 | 7 | 14 | 0 | 1
CN(CC(=O)Nc1ccccc1Br)C(=O)COc1cccc2c1OC(C)(C)C2 | -0.6 | 6 | 3 | 8 | -27 | 0 | 25 | 2 | 0
Cc1ccc[n+](CC2OCc3ccccc3CO2)c1 | 0.9 | -5 | 0 | 6 | -3 | -8 | 8 | 2 | -10
CC(=O)c1cccc(OCCCOc2cccc3cccnc23)c1 | -3.2 | -5 | 2 | 10 | 0 | 10 | 23 | 8 | -3
Cc1ccccc1NC(=O)CSc1nnc(C)c(=O)[nH]1 | 1.2 | -1 | -1 | 1 | 7 | -3 | 12 | 1 | 0
O=C(CSc1nnc(CNC(=O)c2ccccc2)o1)c1ccc(Cl)cc1 | 0.6 | -9 | -12 | 5 | 18 | 4 | 12 | 3 | 4
Cc1ccc(C(C)C)c(OCCNC(=O)c2ccccc2O)c1 | 2.7 | -14 | -24 | 1 | 58* | 8 | -3 | 2 | -9
Cc1ccccc1OCC(=O)Nc1nnc(-c2ccco2)s1 | -1.0 | -2 | 4 | -8 | -14 | 10 | 16 | 4 | 2
CCOc1ccccc1C1NC(=O)c2ccccc2O1 (stereo not drawn) | -1.5 | 1 | 8 | 1 | -6 | -2 | 20 | 5 | 0
CCC(C(=O)Nc1nccs1)c1ccccc1 (stereo not drawn) | -0.2 | 1 | -5 | -2 | -6 | 6 | 23 | 5 | -11
CCN(C(=O)CSc1nnc(-c2ccccc2F)n1N)c1c(N)n(Cc2ccccc2)c(=O)[nH]c1=O | 0.8 | 0 | 7 | 2 | -11 | 2 | 0 | 5 | 4
NS(=O)(=O)c1cnccc1NCCc1ccccc1 | 0.6 | -1 | 12 | 7 | -1 | 2 | 21 | 5 | 3
CCN(CC)CCCNC(=O)C(C)n1nc(C)c2sc3ccccc3c2c1=O (stereo not drawn) | -0.6 | 1 | -6 | 20 | -19 | 3 | 18 | 3 | -13
CCNC(=O)C(=O)c1c(-c2ccccc2)[nH]c2ccccc12 | 1.5 | 6 | -6 | -9 | 0 | 10 | 10 | 8 | -2
CCOC(=O)CCCCCNC(=O)c1ccc(F)cc1F | 0.8 | 8 | -2 | -4 | 4 | 10 | 10 | 1 | 2
O=C(CS(=O)(=O)c1ccc(C(F)(F)F)cn1)NNC(=O)c1ccccc1 | 1.7 | -12 | -3 | 2 | -4 | 12 | -5 | 4 | -2
COc1ccccc1N(CC(=O)N1CCN(Cc2ccccc2)CC1)S(=O)(=O)c1ccccc1 | 2.5 | 2 | -3 | -2 | -5 | 8 | 14 | 3 | -1
CC(=O)[C@@H]1[C@@H]2C(=O)N(Cc3ccccc3)C(=O)[C@@H]2C2c3ccccc3C=CN21 (stereo partly drawn) | 15 | 0 | -7 | -27 | 11 | 11 | 24 | 8 | -1
CC(C)(C)C(=O)Nc1scc(-c2ccc(-c3ccccc3)cc2)c1C(=O)O | 0.6 | -4 | -4 | 23 | -2 | 12 | 3 | 4 | -3
Cc1nnc(SCC(=O)Nc2ccc([N+](=O)[O-])cc2)n1C | -0.8 | 12 | 0 | 3 | -1 | 11 | 17 | 1 | -3
COc1ccc(-c2coc3c(C(=O)NCCN4CCOCC4)cccc23)c(C)c1 | x | -7 | -6 | x | 6 | 0 | 1 | 5 | 2
Cn1c(SCC(=O)NCCc2ccccc2)ncc(C(=O)Nc2ccccc2)c1=O | 1.0 | -6 | 0 | -4 | -15 | -2 | 1 | 5 | -2
O=C(CSc1nc2ccccc2s1)N/N=C/c1cc([N+](=O)[O-])ccc1O | -0.5 | -12 | 0 | -9 | -6 | 5 | 12 | 0 | -1
Cc1ccc(C2c3c(oc4cc(C)c(C)cc4c3=O)C(=O)N2CCCN2CCOCC2)cc1 (stereo not drawn) | 0.8 | 1 | 2 | 10 | 6 | 0 | 14 | 2 | 1
COc1ccc(/C=C/C(=O)Nc2ccncc2)cc1OC | -1.6 | -2 | -6 | -27 | 12 | 11 | 15 | 0 | -3

Further compounds follow:
SMILES | CRFR2-BP ag | M4 PAM | CHRM5 PAM | CRFBP-R2 block | TAAR1 antag | M5 antag | CHO-K1 Ca PAM | TAAR1 ag | M5 ag
O=C(NCCC1=CCCCC1)c1cc(S(=O)(=O)N2CCOCC2)ccc1Cl | -1.2 | 7 | -5 | -7 | -6 | 2 | 12 | -1 | 2
COC(=O)C(Cc1ccc(O)cc1)NC(=O)CCc1ccco1 (stereo not drawn) | 0.9 | -3 | 11 | -1 | 1 | -4 | 12 | 5 | -2
CCOCCCN(C(=O)Nc1ccc(CC)cc1)C1CCN(C(C)=O)CC1 | -0.5 | 8 | -4 | -19 | 11 | 2 | 6 | 7 | 3
CCOC(=O)C1=C(C)NC2=C(C(=O)CC(C)(C)C2)C1c1ccc(N(C)C)cc1 (stereo not drawn) | 0.6 | -5 | 5 | -3 | 9 | -3 | -6 | 11 | 2
O=C(O)c1cccc(NC(=S)NC(NC(=O)c2ccco2)C(Cl)(Cl)Cl)c1 (stereo not drawn) | 0.7 | 17 | 13 | 7 | -13 | -13 | 21 | 1 | 1
COc1ccccc1C1C(C#N)=C(N)Oc2c1oc(CO)cc2=O (stereo not drawn) | 3.8 | 5 | 3 | -6 | -33 | 6 | 0 | 3 | 4
COc1ccc(C(c2nnnn2CCc2ccccc2)N2CCN(C3CCCC3)CC2)cc1OC (stereo not drawn) | -0.1 | 3 | 3 | 0 | 7 | -12 | -7 | 51* | -10

Taken from above.
COc1ccc(C(c2nnnn2CCc2ccccc2)N2CCN(C3CCCC3)CC2)cc1OC (stereo not drawn) @ M5 antag = -12
COC(=O)C(Cc1ccc(O)cc1)NC(=O)CCc1ccco1 (stereo not drawn) @ TAAR1 antag = 1

3 entries from above, ordered by SMILES length, ascending:
SMILES | CRFR2-BP ag | M4 PAM | CHRM5 PAM | CRFBP-R2 block | TAAR1 antag | M5 antag | CHO-K1 Ca PAM | TAAR1 ag | M5 ag
CCC(C(=O)Nc1nccs1)c1ccccc1 (stereo not drawn) | -0.2 | 1 | -5 | -2 | -6 | 6 | 23 | 5 | -11
CC(C)(C)C1CCC(OC(=O)C[N+]2(C)CCCC2)CC1 (stereo not drawn) | -0.9 | -8 | -3 | 3 | 1 | -6 | 19 | 1 | -7
O=C(CN1C(=O)NC(c2ccccc2)(c2ccccc2)C1=O)Nc1ccc(N2CCOCC2)cc1 | -0.4 | -1 | -4 | -1 | 12 | 12 | 7 | 2 | 3
